3CLpro inhibitor – SARS-CoV 3CLpro protease inhibition | recombinant SARS-CoV 3CLpro, quenched FRET peptide cleavage | inhibition, % at 6 µM | 0.14% of 290,000 active | AID 1706; in the data active = inhibition above about 12%
FBA Mtb inh – inhibits M. tuberculosis FBA enzyme; P9WQA3; purified M. tuberculosis FBA, fluorescence read-out; inhibition, % at 1 µM; 2.3% of 360,000 active; AID 588726; in the data active = inhibition above about 27%;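 also: 0% = vehicle and 100% = reference inhibitor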
Target sequence (P9WQA3 whole entry, looked up): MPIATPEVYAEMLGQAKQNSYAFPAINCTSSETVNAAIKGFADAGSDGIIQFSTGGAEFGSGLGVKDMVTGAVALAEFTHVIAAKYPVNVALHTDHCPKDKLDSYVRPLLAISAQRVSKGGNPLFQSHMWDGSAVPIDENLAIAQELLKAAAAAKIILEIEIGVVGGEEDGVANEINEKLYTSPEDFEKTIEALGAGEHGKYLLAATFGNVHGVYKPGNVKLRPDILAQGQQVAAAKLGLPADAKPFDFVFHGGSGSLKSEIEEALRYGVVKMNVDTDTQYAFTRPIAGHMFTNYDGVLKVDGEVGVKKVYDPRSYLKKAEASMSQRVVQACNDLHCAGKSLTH
Mtb BioA inh – inhibitors of Mycobacterium tuberculosis BioA enzyme | purified M. tuberculosis BioA enzyme, plate reader | AID 602481 | inhibition, % at 9.99 µM | 0.096% of 360,000 active; in the data active = inhibition above about 40%
UGM FP inh – inhibitors of M. tuberculosis UDP-galactopyranose mutase; purified UGM, fluorescence polarization probe displacement; inhibition, % at 10 µM; 0.06% of 320,000 active; in the data active = inhibition above about 10%, passing the limit was not always enough
Target sequence (P9WIQ1 whole entry, looked up): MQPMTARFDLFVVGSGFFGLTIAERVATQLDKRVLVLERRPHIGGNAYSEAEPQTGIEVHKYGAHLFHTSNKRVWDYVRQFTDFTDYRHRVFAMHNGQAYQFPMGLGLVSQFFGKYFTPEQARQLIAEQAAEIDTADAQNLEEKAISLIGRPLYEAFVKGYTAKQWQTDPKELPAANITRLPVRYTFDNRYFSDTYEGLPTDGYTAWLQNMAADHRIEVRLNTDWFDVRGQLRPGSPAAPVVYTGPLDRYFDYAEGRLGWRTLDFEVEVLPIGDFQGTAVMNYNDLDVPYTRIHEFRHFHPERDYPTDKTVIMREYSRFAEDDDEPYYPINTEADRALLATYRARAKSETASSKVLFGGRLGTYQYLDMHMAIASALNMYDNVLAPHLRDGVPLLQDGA
VHR inh abs – blocks human VHR1 dual specificity phosphatase; P51452; recombinant VHR phosphatase, pNPP absorbance; inhibition, % at 13.3 µM; 0.52% of 290,000 active; AID 1654; in the data active = inhibition above about 50%; also: some compounds called inactive have numbers as strong as hits
Target sequence (P51452 whole entry, looked up): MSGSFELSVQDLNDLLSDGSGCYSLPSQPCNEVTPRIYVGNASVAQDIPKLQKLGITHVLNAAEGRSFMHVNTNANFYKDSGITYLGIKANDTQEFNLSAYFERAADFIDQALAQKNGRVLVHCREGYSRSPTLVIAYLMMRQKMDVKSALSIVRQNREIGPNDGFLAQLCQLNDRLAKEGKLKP
SSB-PriA inh – K. pneumoniae PriA-SSBct interaction inhibition; 0.6% of 430,000 active; inhibition, % at 33 µM; AID 1272365; AlphaScreen SSBct-PriA binding, biotinylated peptide; in the data active = inhibition mostly above about 37%, no sharp cut-off; inactive = mostly below about 20%;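 also: plate controls were negative control peptide for no effect and reference peptide for full effect; strong numbers were not always called active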
Rv3671c inh – inhibits the M. tuberculosis serine protease Rv3671c; inhibition, % at 5.96 µM; AID 2606; 0.048% of 320,000 active; in the data active = inhibition above about 38%;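 also: extracellular domain of Rv3671c used as enzyme; 0% = enzyme with DMSO and 100% = no enzyme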
Vc quorum ag – quorum light induction in luxS cqsA deficient V. cholerae. 0.16% of 350,000 active. V. cholerae BH1578 lux reporter, luminescence, 6 h. activation, % at 18.7 µM; in the data active = activation mostly above about 9.7%, no sharp cut-off; also: not every result past the cut was called active; inactives centre near 0; reference of the scale not given here
GDH-TPI counter – inhibits GDH-TPI coupling enzymes, artifact for Mtb FBA screen | AID 588335 | GDH-TPI coupled enzyme counterscreen, NADH absorbance | 1.2% of 360,000 active | inhibition, % at 4.8 µM; in the data active = inhibition above about 30%;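 also: 0% = DMSO wells and 100% = wells lacking the enzyme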
MazEF act – activators of E. coli MazEF toxin-antitoxin RNase; 0.32% of 350,000 active; P0AE70; FAM/BHQ RNA-DNA oligo cleavage fluorescence, 5 h; activation, % at 20 µM; in the data active = activation above about 50%
Target sequence (P0AE70 whole entry, looked up): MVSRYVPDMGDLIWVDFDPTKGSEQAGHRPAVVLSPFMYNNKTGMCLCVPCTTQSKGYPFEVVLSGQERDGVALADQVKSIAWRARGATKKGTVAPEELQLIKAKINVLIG
* marks the source's active call; other numbers are inactive results; i = inactive; . = no result given; + = active, no number. A portion of the library; count on the stated rates, not on these rows.

SMILES | 3CLpro inhibitor | FBA Mtb inh | Mtb BioA inh | UGM FP inh | VHR inh abs | SSB-PriA inh | Rv3671c inh | Vc quorum ag | GDH-TPI counter | MazEF act
CC(C)CC1NC(=O)c2cc3ccccc3cc2-n2c1nc1cc(Cl)ccc1c2=O (centres undefined) | . | 2 | -0.5 | . | . | . | . | i | 2 | -3
CCc1ccc(Nc2cnn(C34CC5CC(CC(CC(=O)O)(C5)C3)C4)c(=O)c2Cl)cc1 | 2 | 3 | 1.5 | -1.6 | 4 | -15 | -3 | -0.3 | 16 | 15
CSC(=S)N/N=C/c1ccc(Br)cc1 | -2 | -1 | . | -0.3 | 23 | . | 6 | . | 1 | -9
CC(=O)c1ccc(N2CCN(C(=O)CCCn3c(=O)[nH]c4ccsc4c3=O)CC2)cc1 | 5 | 1 | . | -3.6 | 12 | -4 | 8 | 0.7 | 30 | 2
N#CC1=C(N)N(c2ccccc2Sc2ccccc2)C(=O)C1 | -7 | -1 | -1.4 | 2.0 | 14 | 13 | -2 | -0.6 | 8 | -6
O=C(NC1CCCCC1)C(c1ccc(F)cc1)N(CCCN1CCOCC1)C(=O)c1ccc(CN2CCOCC2)o1 (centres undefined) | 6 | -2 | 0.0 | -0.7 | 4 | -4 | 0 | 0.4 | 1 | 2
Cc1cc(C(=O)CSc2nnc(-c3ccccc3)n2Cc2ccc3c(c2)OCO3)c(C)n1C | -7 | -8 | 3.3 | 1.3 | -14 | -11 | 2 | i | 2 | 9
COc1ccc(S(=O)(=O)N2CCOCC2)cc1NC(=O)CN1CCN(C)CC1 | . | -2 | . | -3.7 | . | -11 | 4 | i | 4 | 1
NC(=S)c1c(Cl)cc(C(F)(F)F)cc1Cl | 1 | 0 | -3.1 | 2.4 | 27 | -7 | 4 | -0.7 | 2 | 4
Cn1nc(C(F)(F)F)c(-c2ccc(F)cc2)c1NC(=O)CSCC(=O)O | 3 | 1 | . | 0.5 | 12 | 7 | 2 | -0.8 | 28 | 3
O=C(Cn1cnc2ccccc21)N/N=C/c1ccc([N+](=O)[O-])cc1 | 6 | -1 | . | 1.7 | 16 | . | -7 | -0.2 | 22 | 0
Cc1cc(C)c(C)c(S(=O)(=O)N2CCC(C(=O)NC3=NCCS3)CC2)c1C | . | 0 | 0.0 | . | . | 0 | 8 | i | 3 | -3
Cc1cc(C)c(S(C)(=O)=O)c(NN)n1 | 0 | 9 | . | 0.8 | -9 | 0 | 3 | 0.4 | 6 | 12
CCOC(=O)C1CCC(=O)C1 (centres undefined) | . | -2 | -0.1 | . | . | -3 | . | i | 17 | -1
COc1ccc(-n2nc(C(=O)NCC(=O)NC3CCCCCC3)c3ccccc3c2=O)c(OC)c1 | 0 | -1 | . | 0.3 | 15 | 5 | 2 | i | -2 | 11
O=[N+]([O-])c1cc2c(c([N+](=O)[O-])c1)Nc1ccccc1O2 | . | -8 | -0.7 | . | . | . | . | i | 2 | 9
CN1CCN(C(=S)c2cn(CCOc3ccccc3)c3ccccc23)CC1 | -4 | 1 | . | 0.7 | 41 | 7 | 0 | 0.1 | 0 | 2
CC(=O)Nc1cccc(NC(=O)c2sc3ncn(CC(=O)N4CCCCC4)c(=O)c3c2C)c1 | 4 | -1 | 2.2 | . | 23 | -15 | . | -2.2 | 10 | -17
O=C(OCC(=O)N1CCOCC1)c1ccc(O)cc1 | 1 | + | -0.8 | 0.6 | 35 | -3 | -3 | -0.3 | 14 | 10
Cc1ccc(C(=O)NC(=S)Nc2ccc(N3CCOCC3)cc2)cc1 | -1 | 3 | -0.7 | -0.1 | 34 | 4 | 6 | i | 2 | -3
COc1ccc(/C=C2\N=C3CCCN3C2=O)cc1 | 0 | -2 | -1.5 | -0.8 | 1 | 7 | 1 | -0.8 | 46* | -23
Cc1nc(SCC(N)=O)[nH]c(=O)c1Cc1ccc(OC(C)C)cc1 | -3 | -2 | 3.5 | -0.6 | 25 | 6 | -2 | i | 6 | -19
Cn1c(O)c(C=NCCN2CCN(C(=O)c3ccccc3)CC2)c(=O)n(C)c1=O | 5 | 3 | -0.6 | -1.9 | 8 | -2 | 2 | i | 0 | 8
NNC(=O)c1ccc(Cl)cc1Cl | -2 | 1 | . | -4.5 | -11 | -5 | -21 | -0.3 | 4 | 6
O=C(CSCc1ccccc1)N/N=C/c1ccccc1OCc1ccccc1 | 1 | -1 | -1.1 | -0.8 | 15 | . | -28 | i | 18 | 2
CC1C(OC(=O)CCC(=O)NC(C)(C)CO)O[C@H]2OC3(C)CC[C@H]4[C@H](C)CCC1C24OO3 (some centres undefined) | 0 | 3 | -0.5 | -0.3 | 2 | 2 | 2 | -0.5 | 14 | 2
O=C(Nc1ccc2c(c1)OCCO2)C(c1ccc(F)cc1)N1CCCCC1 (centres undefined) | 4 | 1 | 1.7 | 1.8 | 33 | 4 | -7 | i | 3 | -5
C=C(C)COc1ccc2c(CC)cc(=O)oc2c1C | 1 | 21 | . | -0.1 | 5 | -34 | -4 | -0.3 | 11 | -8
COc1ccccc1NC(=O)c1ccc2c(=O)n3c(nc2c1)CCC3 | . | 1 | -0.3 | . | . | -4 | . | i | -3 | 6
Cc1nc(Nc2ccc(O)cc2)c2c3c(sc2n1)CCCC3 | -2 | 4 | -0.8 | 1.4 | 36 | 3 | 3 | -0.4 | 0 | 5
COc1ccc(S(=O)(=O)N2CCCCC2c2cc(C(=O)NCc3ccccc3)no2)cc1 (centres undefined) | . | -4 | -1.5 | . | . | . | . | -0.1 | 3 | .
O=C1/C(=C\Nc2ccccc2)CCN1c1ncccn1 | 2 | -1 | -0.9 | 2.4 | 24 | -2 | -7 | 4.2 | 22 | 1
O=C(Nc1cccc(Cl)c1)NC1(C(=O)NCc2cccs2)CCCCC1 | 2 | -1 | -0.8 | -0.4 | 2 | -10 | 2 | i | 6 | -1
CCOc1ccc(CCNC(=O)c2cccc(S(=O)(=O)N3CCCC3)c2)cc1OCC | . | -1 | 0.4 | 1.2 | . | 6 | -8 | -0.1 | 4 | -4
Cc1ccc(S(=O)(=O)Cc2cn3cccnc3n2)cc1 | 2 | 92* | -1.2 | . | 0 | -6 | . | 3.6 | 1 | 10
CCc1ccc(C(=O)c2cncc(Br)c2)cc1 | -4 | 2 | 0.7 | 0.2 | -10 | -58 | 1 | -1.9 | 4 | 4
O=C(NCc1ccccc1CN1CCCC1)c1ccc(S(=O)(=O)Nc2ccccc2F)cc1 | . | 2 | 0.0 | . | . | . | . | i | 18 | -6
CCC(C)(C)n1nnnc1C(c1cc2cc(C)cc(C)c2[nH]c1=O)N1CCCC1 (centres undefined) | -4 | 5 | -1.2 | -0.6 | 18 | 0 | -4 | i | 10 | 3
COc1cc2c(c(OC)c1)C(c1cccc(OC)c1OC)CC(=O)N2 (centres undefined) | -1 | 1 | -1.2 | 3.5 | 16 | 115* | -5 | -0.3 | -16 | 7
CC(C)N=C1NN=C(c2cccs2)C(CC(=O)O)S1 (centres undefined) | 2 | 2 | -0.2 | -1.6 | 8 | -3 | -11 | -0.4 | 21 | 8
CCc1ccccc1NC(=O)C1CCN(S(C)(=O)=O)CC1 | . | 3 | -0.4 | 0.6 | . | -5 | -6 | i | 4 | 3
O=C(Nc1ccc2oc(-c3cccnc3)nc2c1)c1cc2ccccc2o1 | -3 | 2 | -0.1 | 0.3 | 15 | -11 | -6 | -0.1 | 15 | -8
CC(NS(=O)(=O)c1ccc2c(c1)CC(=O)N2C)c1ccccc1 (centres undefined) | 1 | -2 | -2.7 | -0.4 | -14 | -9 | 0 | i | 0 | -1
CC1CCCC(NC(=O)c2cccc(S(=O)(=O)N3CCCCC3)c2)C1C (centres undefined) | -1 | 4 | -0.7 | -1.7 | 10 | -8 | -8 | i | -1 | 7
COc1ccc(-c2c3c(nc4sc5c(=O)[nH]c(C)nc5c24)CCC3)cc1 | 1 | 13 | -0.7 | -2.1 | 0 | 0 | -7 | -0.4 | -5 | 18
COc1ccc(N(C)S(=O)(=O)c2cccc(C(=O)OCC(=O)Nc3sc4c(c3C#N)CCCCC4)c2)cc1 | 3 | -1 | . | 5.1 | -10 | -5 | 0 | -2.2 | 12 | -3
O=C(O)CC1(CC(=O)NCc2cc(F)cc3c2OCOC3)CCCCC1 | -6 | -1 | -1.8 | 2.1 | -30 | -1 | 3 | -0.7 | -5 | -6
CSc1ccc(CN2CCC2(C)C(=O)NCc2ccccc2Br)cc1 (centres undefined) | . | 0 | -1.9 | . | . | . | . | -0.6 | 2 | .
Cc1c(C(=O)N2CCCCC2)c(S(=O)(=O)N2CCC(C)CC2)c(C)n1C | 0 | 1 | 0.1 | 1.6 | 13 | -4 | 1 | -0.3 | 4 | 14
NC(Cc1c[nH]c2ccccc12)C(=O)NCc1ccccc1 (centres undefined) | 1 | -2 | -1.5 | 1.5 | -23 | -2 | 4 | i | -3 | -12
O=C(NCCCn1ccnc1)c1csc2ccccc12 | 1 | -2 | 1.7 | 3.4 | -11 | -2 | 1 | -0.5 | -11 | 4
COC(=O)C1=C(C)N(c2cc(Cl)cc(Cl)c2)C(=O)C1 | -2 | 3 | 3.0 | 0.2 | 25 | 4 | -8 | 3.0 | 3 | 2
O=C(c1ccncc1)N1CCN(CCc2ccccc2)CC1 | -1 | 2 | -1.9 | 0.9 | 15 | -7 | 1 | -2.3 | 2 | -6

14 compounds already listed, arranged by molecular weight, ascending:
SMILES | 3CLpro inhibitor | FBA Mtb inh | Mtb BioA inh | UGM FP inh | VHR inh abs | SSB-PriA inh | Rv3671c inh | Vc quorum ag | GDH-TPI counter | MazEF act
O=C(NCCCn1ccnc1)c1csc2ccccc12 | 1 | -2 | 1.7 | 3.4 | -11 | -2 | 1 | -0.5 | -11 | 4
NC(Cc1c[nH]c2ccccc12)C(=O)NCc1ccccc1 (centres undefined) | 1 | -2 | -1.5 | 1.5 | -23 | -2 | 4 | i | -3 | -12
O=C(c1ccncc1)N1CCN(CCc2ccccc2)CC1 | -1 | 2 | -1.9 | 0.9 | 15 | -7 | 1 | -2.3 | 2 | -6
COC(=O)C1=C(C)N(c2cc(Cl)cc(Cl)c2)C(=O)C1 | -2 | 3 | 3.0 | 0.2 | 25 | 4 | -8 | 3.0 | 3 | 2
CCc1ccccc1NC(=O)C1CCN(S(C)(=O)=O)CC1 | . | 3 | -0.4 | 0.6 | . | -5 | -6 | i | 4 | 3
CC(NS(=O)(=O)c1ccc2c(c1)CC(=O)N2C)c1ccccc1 (centres undefined) | 1 | -2 | -2.7 | -0.4 | -14 | -9 | 0 | i | 0 | -1
COc1cc2c(c(OC)c1)C(c1cccc(OC)c1OC)CC(=O)N2 (centres undefined) | -1 | 1 | -1.2 | 3.5 | 16 | 115* | -5 | -0.3 | -16 | 7
O=C(Nc1ccc2oc(-c3cccnc3)nc2c1)c1cc2ccccc2o1 | -3 | 2 | -0.1 | 0.3 | 15 | -11 | -6 | -0.1 | 15 | -8
O=C(O)CC1(CC(=O)NCc2cc(F)cc3c2OCOC3)CCCCC1 | -6 | -1 | -1.8 | 2.1 | -30 | -1 | 3 | -0.7 | -5 | -6
CC1CCCC(NC(=O)c2cccc(S(=O)(=O)N3CCCCC3)c2)C1C (centres undefined) | -1 | 4 | -0.7 | -1.7 | 10 | -8 | -8 | i | -1 | 7
Cc1c(C(=O)N2CCCCC2)c(S(=O)(=O)N2CCC(C)CC2)c(C)n1C | 0 | 1 | 0.1 | 1.6 | 13 | -4 | 1 | -0.3 | 4 | 14
CCC(C)(C)n1nnnc1C(c1cc2cc(C)cc(C)c2[nH]c1=O)N1CCCC1 (centres undefined) | -4 | 5 | -1.2 | -0.6 | 18 | 0 | -4 | i | 10 | 3
CSc1ccc(CN2CCC2(C)C(=O)NCc2ccccc2Br)cc1 (centres undefined) | . | 0 | -1.9 | . | . | . | . | -0.6 | 2 | .
O=C(NCc1ccccc1CN1CCCC1)c1ccc(S(=O)(=O)Nc2ccccc2F)cc1 | . | 2 | 0.0 | . | . | . | . | i | 18 | -6
